# Screening data (PubChem)
# SF1 activator – activates the human nuclear receptor SF-1; AID 522; Q13285; activation, % at 10 µM; CHO-K1 Gal4-SF-1 LBD luciferase reporter; % increase over DMSO SF-1-specific signal; 65,000 compounds, 1.9% hits;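 active = activation above the mean activation of all tested compounds plus 3 SD, cut at about 50% in these data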
# Target sequence (Q13285 whole entry, looked up, the tested form may be a part): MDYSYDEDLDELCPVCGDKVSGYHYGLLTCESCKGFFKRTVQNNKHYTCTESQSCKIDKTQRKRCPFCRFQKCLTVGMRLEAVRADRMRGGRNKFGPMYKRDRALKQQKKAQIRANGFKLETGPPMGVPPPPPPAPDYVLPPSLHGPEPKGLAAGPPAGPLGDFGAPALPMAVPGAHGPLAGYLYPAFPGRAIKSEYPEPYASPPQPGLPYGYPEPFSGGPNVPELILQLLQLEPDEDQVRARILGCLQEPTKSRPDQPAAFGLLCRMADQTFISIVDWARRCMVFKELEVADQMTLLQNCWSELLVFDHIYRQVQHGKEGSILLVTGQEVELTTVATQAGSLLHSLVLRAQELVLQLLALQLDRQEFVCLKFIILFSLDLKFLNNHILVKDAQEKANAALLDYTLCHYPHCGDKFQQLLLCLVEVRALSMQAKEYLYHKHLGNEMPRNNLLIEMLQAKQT
#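 System: CHO-K1 cells with Gal4–hSF-1 LBD chimera plus Gal4-driven luciferase; quantity: 4,000 CHO-K1 cells per well; compound: one dose, 10 µM compound, 1% DMSO; times: 20 h compound treatment, 37 °C; measured by: SteadyLite luciferase luminescence; read-out: percent activation versus DMSO; benchmarks: DMSO and mock-transfected background; replicates: one test per compound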
# NADH coupling – blocks coupling enzymes of NAD/NADH assays; coupled PK/LDH NADH assays, four targets; IC50, µM (series often up to 10 µM), without a hit: at the top dose inhibition; 65,000 compounds, 0.02% hits;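 active = single-dose screening hits from any of four coupled enzyme assays that gave an IC50 when retested across doses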;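 also: the DPM-DC format reads NADH fluorescence rather than 340 nm absorbance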
# 5HT1E ag – activates the human 5-HT1E serotonin receptor; P28566; CHO 5-HT1E Ga15 NFAT-bla reporter, FRET; 0% DMSO wells, 100% control agonist wells; activation, % at 6 µM; 65,000 compounds, 0.69% hits; AID 574;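 active = activation above a set limit, the screen-wide mean activation plus 3 SD, cut at about 8.5% in these data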;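 also: 100% = positive control agonist at 1 µM giving full maximal response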
# Target sequence (P28566 whole entry, looked up): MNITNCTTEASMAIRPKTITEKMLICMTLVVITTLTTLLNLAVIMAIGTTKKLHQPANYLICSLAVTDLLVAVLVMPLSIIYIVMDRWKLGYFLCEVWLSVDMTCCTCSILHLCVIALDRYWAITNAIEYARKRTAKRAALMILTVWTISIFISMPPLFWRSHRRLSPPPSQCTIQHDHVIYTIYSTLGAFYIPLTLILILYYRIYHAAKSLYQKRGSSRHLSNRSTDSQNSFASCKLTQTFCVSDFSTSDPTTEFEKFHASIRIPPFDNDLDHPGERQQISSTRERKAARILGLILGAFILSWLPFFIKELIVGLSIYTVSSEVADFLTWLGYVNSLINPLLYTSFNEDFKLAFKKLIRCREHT
# Ecoli tolC – blocks growth of E. coli BW25113 tolC mutant | OD615 | growth inhibition, % at 10 µM (by protocol) | 65,000 compounds, 2.2% hits | AID 573;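 active = growth inhibition at or above a cutoff equal to the mean over every tested compound plus 3 SD, cut at about 60% in these data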;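 also: growth measured after 20 h incubation at 37 °C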
#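 System: E. coli ΔtolC::kan strain BW25113; Buffer or medium: LB broth supplemented with 50 µg/mL kanamycin; Compound: 10 µM final, single dose; Incubation: bacterial growth with compound for 20 h at 37 °C; Signal: A615 absorbance measurement; Evaluation: growth inhibition in percent.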
# 5HT1a antag – blocks the human serotonin 5-HT1a receptor. CHO 5-HT1a Ga15 NFAT-bla reporter, antagonist mode. inhibition, % at 10 µM. 62,000 compounds, 0.68% hits. AID 612;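 active = inhibition above the mean of all tested compounds plus 3 SD, cut at about 43% in these data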;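 also: receptor stimulated by 5-CT agonist at 100 nM near EC80; beta-lactamase reporter measured by ratiometric fluorescence of a cleavable substrate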
# HTR1A agonist – 5-HT1a (human) receptor agonism; 65,000 compounds, 0.56% hits; CHO 5-HT1a Ga15 NFAT-bla reporter, FRET ratio; 0% basal, 100% maximal reference agonist; activation, % at 10 µM; AID 567;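 active = activation above the screen-wide mean activation plus 3 SD, cut at about 19% in these data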;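 also: 0% = DMSO wells and 100% = 5-CT at EC100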
# MMP13 inh – MMP13 (human) collagenase inhibition. P45452. MMP-13 fTHP FRET cleavage, Mca fluorescence. inhibition, % at 4 µM. 65,000 compounds, 0.07% hits. AID 570;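 active = inhibition above the mean of compound-free control plate wells plus 3 SD, cut at about 14% in these data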;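 also: 0% = DMSO wells and 100% = wells with reference MMP-13 inhibitor after basal subtraction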
# RORa activator – activates the human nuclear receptor RORA | P35398 | 65,000 compounds, 1.5% hits | CHO-K1 Gal4-RORA LBD luciferase reporter, luminescence; percent increase over mock-subtracted basal signal | activation, % at 10 µM;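 active = activation above the mean of all tested compounds plus 3 SD, cut at about 49% in these data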;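 also: 0% = DMSO-treated RORA cells and 100% = added signal equal to DMSO minus mock-transfected cells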
# 5HT1E antag – blocks the human 5-HT1E serotonin receptor; CHO 5-HT1E Ga15 NFAT-bla reporter, FRET, antagonist; inhibition, % at 6 µM; 65,000 compounds, 0.99% hits; AID 571;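 active = inhibition above a set limit, the mean inhibition across every tested compound plus 3 SD, cut at about 29% in these data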;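 also: signal is the 460 over 535 nm emission ratio of beta-lactamase substrate; 0% = agonist plus DMSO wells and 100% = wells without agonist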
# * marks the source's active call; other numbers are inactive results; . = not tested or not shown; [ ] = dose if it differs, or a comment.
SMILES,SF1 activator,NADH coupling,5HT1E ag,Ecoli tolC,5HT1a antag,HTR1A agonist,MMP13 inh,RORa activator,5HT1E antag
Cc1onc(-c2c(F)cccc2Cl)c1C(=O)Nc1cccc(Cn2cccn2)c1,-11,7%,-0.8,11,0,-1.4,3,-8,2
CCCn1c(CNC(=O)c2ccccc2)nc2ccccc21,-13,5%,-0.1,15,-8,-5.0,0,11,1
CC(=O)Nc1ccc(Cl)c(C(N)=O)c1,-6,2%,0.6,-9,-4,-1.0,2,-10,3
COc1cccc(C2=NOC(C(=O)Nc3cc(C)nn3-c3ccccc3)C2)c1OC (centres undefined),14,3%,0.5,9,2,0.2,5,-5,6
CCCc1cc(=O)[nH]c(SCC(=O)N2CCN(c3ccc(F)cc3)CC2)n1,5,4%,3.7,14,-2,-0.1,0,0,-3
CN1CCCN(C(=O)c2ccc(Cl)c(S(=O)(=O)N(C)c3ccccc3)c2)CC1,4,9%,1.5,-15,0,-1.2,1,1,-2
Cc1cc(C)n2nc(NCc3ccccc3)nc2n1,9,6%[fluoresces],2.0,-1,-6,-1.3,-113[fluorescence artefact?],21,-13
CN1CCN(CCCNC(=O)c2ccc(CS(=O)(=O)c3ccc(Br)cc3)o2)CC1,-16,3%,-1.1,-17,-2,-1.1,-5,13,1
Cc1ccc2nc(CCc3nc4ccc(C)cc4o3)oc2c1,-3,6%,0.6,-3,1,0.2,1,-1,-4
CCOC(=O)NCc1cc(-c2nn(C)c(=O)c3ccccc23)ccc1C,-10,3%,-0.1,20,-8,0.3,1,-14,4
COC(=O)COc1ccc(S(=O)(=O)Nc2ccc3c(c2)OCO3)cc1,-4,11%,0.2,11,9,-0.5,2,-24,4
CC(=O)Oc1ccc2c(c1)c(C(C)=O)c(C)n2C,-5,7%,0.2,3,8,-5.6,-2,-11,-5

# Looked up by structure from the list above:
SMILES,SF1 activator,NADH coupling,5HT1E ag,Ecoli tolC,5HT1a antag,HTR1A agonist,MMP13 inh,RORa activator,5HT1E antag
CC(=O)Oc1ccc2c(c1)c(C(C)=O)c(C)n2C,-5,7%,0.2,3,8,-5.6,-2,-11,-5
COC(=O)COc1ccc(S(=O)(=O)Nc2ccc3c(c2)OCO3)cc1,-4,11%,0.2,11,9,-0.5,2,-24,4
CCCc1cc(=O)[nH]c(SCC(=O)N2CCN(c3ccc(F)cc3)CC2)n1,5,4%,3.7,14,-2,-0.1,0,0,-3
CN1CCN(CCCNC(=O)c2ccc(CS(=O)(=O)c3ccc(Br)cc3)o2)CC1,-16,3%,-1.1,-17,-2,-1.1,-5,13,1

# Following part
SMILES,SF1 activator,NADH coupling,5HT1E ag,Ecoli tolC,5HT1a antag,HTR1A agonist,MMP13 inh,RORa activator,5HT1E antag
CCN1C(=O)/C(=C\N2CCN(C)CC2)SC1=S,11,3%,-0.7,-13,-23,-1.2,2,-3,-4
Cc1noc(/C=C/N(C)C)c1S(=O)(=O)N1CCCC(C(=O)NCc2ccccc2Cl)C1 (centres undefined),-2,4%,-0.1,0,-12,-3.4,0,-22,-15
CCCCN1C(=O)C(O)(CC(=O)c2ccco2)c2cc(Br)ccc21 (centres undefined),7,6%,0.6,5,3,-3.4,2,-12,7
Cc1cc(/C=N/n2cnnc2)c(C)n1-c1cc(Cl)ccc1Cl,4,6%,-0.9,13,52*,-4.6,5,-12,40*
Cc1ccc(C)c(C(=O)COC(=O)c2ccc(Br)o2)c1,0,1%,0.6,31,4,-2.2,2,0,6
COC(=O)C(C)Sc1nc2c(c(=O)n(C)c(=O)n2C)n1Cc1cccc(C)c1 (centres undefined),-4,1%,0.0,10,10,-0.4,0,8,9
CCOC(=O)C1CCN(S(=O)(=O)C(F)(F)c2nc3ccccc3s2)CC1,32,6%,-0.5,50,13,-2.2,-1,71*,-6
COC(=O)C1CCN(C(=O)c2ccc(Cl)c(S(=O)(=O)NCc3cccnc3)c2)CC1,8,5%,0.9,-9,6,-2.8,8,16,-4
Cc1c(-c2ccccc2)oc2nc3c(c(=O)n(C)c(=O)n3C)n12,-7,9%,0.6,-15,-17,0.0,1,-9,-16
Cc1noc(C)c1CSc1nnc2cc(C)c3ccccc3n12,12,4%,-0.8,-5,-8,-0.3,-3,-17,11
CCOc1ccc(C(=O)Nc2cc(C)on2)cc1OCC,0,1%,-0.1,-7,9,-3.1,0,-12,10
COc1ccc(C2(C(=O)Nc3ccc(C(=O)O)cc3)CCOCC2)cc1,0,4%,0.5,-16,-4,-1.7,4,-2,5
CCOc1ccc(C2/C(=C(\O)c3ccc(OC)c(OC)c3)C(=O)C(=O)N2c2cc(C)on2)cc1OC (centres undefined),-18,8%,1.0,.,-13,-4.1,1,-23,-3
COc1cccc(NC(=O)c2ccc(S(=O)(=O)N3CCCCC3)cc2)c1,1,4%,0.3,12,7,0.3,1,-31,-3
Nc1nc(OCC(F)(F)F)cc(Oc2ccccc2F)n1,8,1%,-0.2,6,16,5.2,4,32,17
CC(C)C(CC(=O)NCc1ccco1)c1ccco1 (centres undefined),-1,.,-0.2,.,6,-0.2,3,12,0
Cc1ccc(S(=O)(=O)/N=C(\CN2CCOCC2)N2CCCC2)cc1,10,2%,0.8,-23,-6,-5.3,-4,-12,-8
CN1C(=O)OC(C)(CCc2ccccc2)C1(C)O (centres undefined),-7,0%,-1.0,10,6,-0.8,7,12,3
C=CCOC(=O)C1CC=CCC1C(=O)Oc1ccc(F)cc1F (centres undefined),-24,8%,-1.2,11,4,-2.4,1,11,4
Cc1ccc2c(c1)C1(C(=O)N2C)N2CC3(C)CN1CC(C)(C2)C3=O (centres undefined),-10,6%,-0.1,2,11,-1.5,0,-10,0
FC(F)(F)c1ccc(-n2ccnc2)nc1,-4,2%,0.1,-7,-3,-0.7,3,-6,8
Cn1c2ccccc2c2nn(-c3ccccc3)c(=O)cc21,2,4%,0.1,5,.,1.9,-5,-3,3
CC1CCCCN1CC(=O)Nc1sc2c(c1C#N)CCC2 (centres undefined),-4,9%,0.6,-1,-13,2.9,6,-11,9
CC(=O)Nc1cccc(Cl)c1C(=O)O,-4,2%,-0.5,-4,7,-4.9,3,-11,1
O=C(OCc1ccccc1)c1ccc(Br)o1,8,3%,1.2,24,-10,1.6,0,-21,-7
CCOC(=O)C(C)Oc1nc(Oc2ccccc2)nc(N(C)C)n1 (centres undefined),7,6%,-0.2,10,.,-1.5,-3,-14,-4
O=C(CCSc1ccccc1)N1CCOCC1,52*,2%,-0.3,-13,-1,-0.6,3,32,10
CCCCCOC(=O)c1ccc(NC(=O)c2ccco2)cc1,16,5%,0.7,99*,3,0.4,5,20,0
N=c1n(CCO)c2ccccc2n1CCOc1ccccc1,4,3%,0.4,-3,18,-1.0,11,2,3
COC(=O)Cc1[nH]nc2c1C(c1cccc(OC)c1OC)C(C#N)=C(N)O2 (centres undefined),-6,5%,1.1,-26,-8,0.5,0,-19,-4
O=C(Cc1cc(=O)[nH]c(=O)[nH]1)NCCN1CCOCC1,8,4%,0.6,-6,1,-4.5,-2,-4,-6
CCN1CCN(C(c2ccccc2F)c2nnnn2Cc2ccc3c(c2)OCO3)CC1 (centres undefined),1,3%,0.6,-8,-2,-1.7,4,-1,-6
CC1(C)CC(=O)C2=C(C1)OC(/N=C/N1CCOCC1)=C(C#N)C2c1ccccc1 (centres undefined),-4,2%,0.7,51,-6,1.8,5,13,2
CCOC(=O)CSc1nnc(-c2cccc(Cl)c2)n1CC,-2,9%,0.7,-14,4,-0.8,4,-13,13
CC1(C)CC(n2c(=S)[nH]c3ccccc3c2=O)CCO1 (centres undefined),6,2%,-0.7,-17,-7,-2.9,2,-11,2
COc1ccccc1C(=O)Nc1ccccc1N1CCN(S(C)(=O)=O)CC1,-17,7%,-0.4,17,-4,-0.2,-1,-16,6
O=C(O)C1C2C=CC(C2)C1C(=O)NCc1ccccn1 (centres undefined),9,6%,-0.7,-24,0,-5.1,2,4,-1
O=C(NCCn1ccc2ccccc21)c1ccc(S(=O)(=O)N2CCCCC2)cc1,3,6%,2.6,17,-32,-2.9,3,-2,-45
Nc1nc(NCc2c(F)cccc2Cl)nn1-c1ccccc1,29,3%,1.5,21,4,-0.6,1,30,-8
Cc1sc2ncnc(Sc3nnnn3-c3ccccc3)c2c1C,-29,12%,-0.8,19,42,-3.7,-40,-34,26
Nn1c(SCC(=O)Nc2ccccc2)nnc1-c1cccnc1,1,2%,0.5,-8,-4,-0.8,2,14,-10
Cc1ccc(C(c2nnnn2C(C)(C)C)N(Cc2ccco2)Cc2cccs2)cc1 (centres undefined),-30,4%,0.2,3,51*,-1.6,-4,-1,0
C(=N\c1nccs1)/Nc1nccs1,1,6%,-0.1,-5,-3,1.4,3,1,10
O=C(NCc1ccc2c(c1)OCO2)c1ccc(CS(=O)(=O)c2cccc(C(F)(F)F)c2)o1,-16,6%,-0.8,2,5,-0.6,4,16,4
Cc1cc(=O)oc2cc(OCC(O)CN3CCc4ccccc4C3)ccc12 (centres undefined),3,9%[fluoresces],0.7,2,8,3.4,-55,-9,-13
CCOC(=O)c1cnn(CCOC(=O)C2CC2)c1NC(=O)C1CC1,12,9%,-0.7,-21,9,0.5,-1,6,4
COC(=O)c1ccccc1NC(=O)N1CCCC1,-5,7%,0.1,-11,-6,-3.6,-44,-5,7
Cc1ccccc1N1C(=O)C2ON(c3ccccc3)C(c3cccnc3)C2C1=O (centres undefined),-7,2%,-0.7,8,.,0.9,3,-23,3
COc1ccc(-c2nnc(-c3ccc(N)cc3)o2)cc1,31,2%[fluoresces],-0.1,20,-1,-1.6,-283[fluorescence artefact?],46,-8
CC1CCCCN1Cc1nc2c(c(=O)n(C)c(=O)n2C)n1Cc1c(F)cccc1Cl (centres undefined),7,7%,-0.2,12,-4,1.6,-4,0,5
Cc1cc(C)nc(NC(=O)NS(=O)(=O)N2CCCCCC2)n1,28,6%,0.5,-3,-3,-1.9,-1,-3,20
c1ccc(C2(Cn3ccc4ccccc43)OCCO2)cc1,-5,2%,-0.6,20,3,-2.0,4,3,-6
COc1ccc(-c2cc3ccc(OCc4nn[nH]n4)cc3oc2=O)cc1OC,-6,7%,0.5,7,-12,-0.5,-29[fluorescence artefact?],-14,0
O=C(Nc1ncc2c(n1)CC(c1ccco1)CC2=O)c1ccc(Cl)cc1 (centres undefined),-5,6%,-1.2,9,5,-0.4,5,-13,11
CCN(CC)S(=O)(=O)c1ccc(NC(=O)c2ccccn2)cc1,55*,4%,-0.2,-2,-16,-2.5,-4,49*,2
CC(=O)Nc1cc2c(cc1Br)OCCO2,-7,7%,-0.4,-2,.,0.5,-3,-11,-6
N=c1c2c(-c3ccccc3)c(-c3ccccc3)n(Cc3ccco3)c2ncn1Cc1ccco1,8,4%,2.1,64*,57*,-3.3,-19,39,-7
Cc1onc(-c2ccccc2Cl)c1C(=O)Nc1ccc(-c2nnc3n2CCCCC3)cc1,1,7%,-0.6,3,9,-2.3,3,-4,-1
CCn1c(SCC(=O)Nc2oc(-c3ccccc3)c(-c3ccccc3)c2C#N)nnc1-c1ccco1,4,1%,-0.7,42,20,-1.9,2,-4,11
